Screens (PubChem)
CHOP UPR activ = activators of apoptotic CHOP UPR arm, primary screen, cell-based, CHO-CHOP luciferase reporter, luminescence, uHTS | UPR activation; percent of tunicamycin response over DMSO baseline | activation, % at 10 µM | 330,000 compounds, 0.34% hits;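 active = at 10 µM dose, activation of 40% or more, normalized to positive control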;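 also: 100% = tunicamycin at 10 µg/mL and 0% = DMSO alone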
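System: CHO CHOP reporter cells. Amount: 500 cells per well. Buffer or medium: F12 medium, 10% FBS. Compound dosing: one dose, 10 µM in 0.5% DMSO. Incubation: 6 h compound exposure at 37 °C after overnight seeding. Technique: Steady-Glo luciferase luminescence. Benchmarks: tunicamycin and DMSO controls.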
XBP1 UPR activ = activators of adaptive XBP1 UPR arm, primary screen, cell-based, CHO-XBP1 luciferase reporter, luminescence, uHTS; AID 463104, 2010; 330,000 compounds, 0.33% hits; activation, % at 20 µM; IRE1-XBP1 UPR activation; percent of tunicamycin response, DMSO as zero;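 active = versus positive control, 20 µM dose yields 30% or more activation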;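 also: 100% = tunicamycin at 10 µg/mL and 0% = DMSO only wells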
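Assay system: IRE1-XBP1 luciferase reporter CHO line. Input: 1000 cells/well. Buffer or medium: F12 with 10% serum. Doses: 20 µM, 1% DMSO. Times: overnight seeding at 37 °C, 6 h compound treatment at 37 °C. Technique: Steady-Glo luciferase glow luminescence, 10 min after reagent addition.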
tim23-1 inh = growth inhibitors of tim23-1 mutant yeast, primary screen, luminescence, uHTS. S. cerevisiae tim23-1 growth, BacTiter-Glo luminescence, 24 h. inhibition, % at 20 µM. 330,000 compounds, 1.3% hits. AID 463212, 2010;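 active = growth inhibition of the mutant yeast at or above 50%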;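 also: temperature-sensitive mutant grown at 25 °C; plate controls were DMSO-treated mutant yeast for no effect and medium wells lacking yeast for full effect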
CXCR6 block = CXCR6 receptor inhibitors, primary screen, cell-based, beta-arrestin, luminescence, CHO-K1 PathHunter, 1536-well; C-X-C chemokine receptor type 6 (Homo sapiens), O00574; inhibition, % at 20 µM; 360,000 compounds, 0.36% hits; in the data active = inhibition above about 34%, passing the limit was not always enough;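 also: antagonist mode with CXCL16 agonist at 10 nM final; 0% = 10 nM CXCL16 with DMSO and 100% = unstimulated wells without agonist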
EBI2 block = EBI2 receptor antagonists, beta-arrestin recruitment, primary screen, cell-based, luminescence, 7a,25-OHC stimulation, uHTS. G-protein coupled receptor 183 (Homo sapiens), P32249. 7a,25-OHC stimulated. inhibition, % at 5 µM. 360,000 compounds, 0.81% hits; in the data active = inhibition above about 38%;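 also: enzyme fragment complementation signal reports receptor beta-arrestin coupling in cells; 0% = agonist plus DMSO wells and 100% = wells without agonist; some results beyond the cut were filed as inactive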
CCR6 antag = CCR6 receptor antagonists, primary screen, cell-based, CHO-K1, luminescence, beta-arrestin, uHTS; C-C chemokine receptor type 6 (Homo sapiens), P51684; CHO-K1 CCR6 PathHunter beta-arrestin, CCL20-stimulated; inhibition, % at 20 µM; 340,000 compounds, 0.49% hits; AID 493098, 2011;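 active = compounds whose inhibition of the agonist-driven luminescence signal at 20 µM reaches about 50%, limit read from the data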;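 also: cells stimulated with CCL20 at 14 nM final; plate controls were DMSO with CCL20 for no effect and DMSO without agonist for full effect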
APJ antag = antagonists of human apelin receptor APJ, primary screen, CHO-K1 cells, beta-arrestin complementation, luminescence. P35414. inhibition, % at 20 µM. 330,000 compounds, 0.32% hits;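 active = inhibition above about 40% at 20 µM, limit read from the data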;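 also: cells challenged with 10 nM apelin-13 agonist together with compound; plate controls were apelin-13 plus DMSO wells for no effect and DMSO wells lacking apelin-13 for full effect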
APJ ag = agonists of human apelin receptor APJ, primary screen, CHO-K1 cells, PathHunter beta-arrestin, luminescence; P35414; 0% DMSO wells, 100% apelin; activation, % at 20 µM; 330,000 compounds, 0.11% hits; AID 2520, 2010;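 active = activation more than six SD over the plate average, tested at 20 µM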;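 also: 0% = DMSO alone and 100% = apelin-13 at 10 nM; some results filed as inactive read as strong as hits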
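Assay system – PathHunter CHO-K1 APJ (AGTRL-1) beta-arrestin reporter cells · Compound – one dose, 20 µM compound, 1% DMSO · Timing – compound 90 min 25 °C, reagent 1 h · Measured by – luminescence from split beta-galactosidase complementation, Galacton Star/Emerald II substrate · Measure – beta-arrestin recruitment to APJ as agonist activity, luminescent signal · Benchmarks – DMSO vs Apelin-13 10 nM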
Mdm2-MdmX inh = inhibitors of human Mdm2-MdmX association, primary screen, cell-based, luminescence, split luciferase, SaOS-2, uHTS. Protein Mdm4 (Homo sapiens) + E3 ubiquitin-protein ligase Mdm2 (Homo sapiens), …. SaOS-2 split-luciferase Mdm2/MdmX complementation. inhibition, % at 8 µM. 330,000 compounds, 3% hits. AID 485346, 2010;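 active = inhibition of at least 50% at 8 µM in the primary screen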
Target sequence (O15151 whole entry, looked up): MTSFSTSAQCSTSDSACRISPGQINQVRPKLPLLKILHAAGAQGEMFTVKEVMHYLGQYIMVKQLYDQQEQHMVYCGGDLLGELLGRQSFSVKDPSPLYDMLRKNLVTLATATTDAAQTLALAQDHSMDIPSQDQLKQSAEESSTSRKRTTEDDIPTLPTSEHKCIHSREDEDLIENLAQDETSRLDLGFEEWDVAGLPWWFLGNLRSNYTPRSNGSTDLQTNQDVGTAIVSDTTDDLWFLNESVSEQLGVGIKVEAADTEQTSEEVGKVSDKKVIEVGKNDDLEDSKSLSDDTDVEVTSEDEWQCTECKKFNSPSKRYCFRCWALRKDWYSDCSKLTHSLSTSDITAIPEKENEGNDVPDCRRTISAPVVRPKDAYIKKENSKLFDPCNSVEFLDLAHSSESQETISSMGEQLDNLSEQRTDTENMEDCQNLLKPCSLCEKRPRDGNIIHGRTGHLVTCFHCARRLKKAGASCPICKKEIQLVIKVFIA
Target sequence (Q00987 whole entry, looked up): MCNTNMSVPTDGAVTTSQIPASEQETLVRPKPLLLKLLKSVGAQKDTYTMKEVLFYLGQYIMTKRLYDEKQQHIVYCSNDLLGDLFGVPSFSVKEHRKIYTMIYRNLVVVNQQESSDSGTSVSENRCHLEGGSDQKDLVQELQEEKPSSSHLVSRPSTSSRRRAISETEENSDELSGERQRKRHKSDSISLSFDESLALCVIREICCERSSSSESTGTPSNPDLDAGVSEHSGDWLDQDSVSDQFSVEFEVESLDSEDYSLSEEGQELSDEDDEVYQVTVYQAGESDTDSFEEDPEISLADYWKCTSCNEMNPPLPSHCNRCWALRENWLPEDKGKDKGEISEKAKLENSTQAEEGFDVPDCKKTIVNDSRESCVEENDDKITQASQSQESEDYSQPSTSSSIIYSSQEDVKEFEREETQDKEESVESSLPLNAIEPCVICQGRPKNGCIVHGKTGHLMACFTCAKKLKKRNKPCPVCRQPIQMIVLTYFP
An asterisk follows results filed as active; · = not tested or not shown.

SMILES	CHOP UPR activ	XBP1 UPR activ	tim23-1 inh	CXCR6 block	EBI2 block	CCR6 antag	APJ antag	APJ ag	Mdm2-MdmX inh
CCN(c1cccc2ccccc12)S(=O)(=O)c1ccc(Cl)nc1	0.2	0	-11	7	16	9	-6	0	26
NS(=O)(=O)c1ccc(CCNC(=O)COC(=O)CCc2ccccc2)cc1	1.0	6	8	3	-3	10	7	-3	16
O=C(NCCCNC(=O)c1ccccc1F)c1ccco1	-2.4	-5	-2	-3	-19	-8	2	-1	15
COc1ccc(C)cc1S(=O)(=O)Nc1ccc(F)cc1	0.1	1	-11	3	3	9	0	1	-26
O=C(CSc1nc2ccccc2n1Cc1ccccc1)N/N=C/c1ccccc1C(=O)O	-0.3	-2	14	4	-1	-5	-6	-5	-2
CCOc1cc(/C=N/NS(=O)(=O)c2ccc(OC)cc2)ccc1OCCN1CCOCC1	4.8	-3	3	7	-7	4	0	4	0
O=C(NCc1nc2ccccc2[nH]1)c1c(F)c(F)c(F)c(F)c1F	1.8	1	3	3	-3	4	13	0	4
COc1ccc(N2CCN(C(=O)CNC(=O)Cc3ccc(Cl)cc3)CC2)cc1	2.1	1	10	10	0	12	11	6	43
Cn1nnnc1SCc1cccc2ccccc12	0.8	2	14	-4	-2	5	6	-5	-10
COCc1nnc(NC(=O)CCCOc2ccccc2OC)s1	0.6	-1	6	-2	4	-11	-1	2	11
CCOC(=O)CNC(=O)CSc1nnc(-c2cccc(OC)c2)n1CC	-0.8	-1	9	5	0	-11	2	-6	15
CCCCCc1c(O)nc(SCCN2CCOCC2)[nH]c1=O	1.2	-4	9	3	-3	-17	-6	-1	-1
CC(=O)c1ccc(OCc2cc([N+](=O)[O-])cc3c2OCOC3)cc1	0.1	0	3	8	3	9	3	-1	6
CCOc1cc(NC(=S)NCC2CCCO2)c(OCC)cc1NC(=O)c1ccccc1 (stereo unspecified)	0.5	1	33	2	32	6	24	1	-1
N#C/C=C1/NC(=O)c2ccccc2S1	-1.4	5	19	-1	3	29	16	-5	13
Nc1nc2c(ccc3ccccc32)s1	3.1	6	33	-15	-21	-4	5	1	-4
COc1cc(NC(C)CCc2ccccc2)cc(OC)c1OC (stereo unspecified)	-0.9	-6	15	-3	-1	-22	-35	0	21
COc1cccc(/C=N/Nc2nccnc2Cl)c1O	-7.4	-9	67*	-2	9	0	-4	-4	48
O=c1ccc(Oc2nc(N3CCCCC3)nc(N3CCCCC3)n2)n[nH]1	0.6	0	9	0	2	2	5	-1	32
COc1ccc(C(c2nnnn2Cc2ccccc2)N2CCN(c3nc4ccccc4s3)CC2)cc1 (stereo unspecified)	2.1	-5	23	-5	7	6	-5	-1	28
CCCCn1c(SCC(=O)N2CCN(c3ccccc3)CC2)nc2ccsc2c1=O	1.6	0	13	5	-8	-21	-10	-2	-4
O=c1c2ccccc2oc2ccc(NCCCN3CCOCC3)cc12	5.6	3	29	-1	-7	14	-68	7	-136
CCCCN1C=C(C(=O)OC)C(c2ccccc2C(F)(F)F)C(C(=O)OC)=C1	0.8	1	6	0	-6	0	6	2	4
CC1CCN(c2oc(-c3ccco3)nc2S(=O)(=O)c2ccccc2)CC1	1.4	-5	35	-4	2	15	13	-3	12
Cc1ccc(S(=O)(=O)CCC(=O)Nc2nc3c(s2)CCCC3)cc1	-0.6	-4	18	2	-3	6	17	-3	-1
C=CCNC(=O)c1cnc2n(c1=O)CCS2	-1.6	-1	2	4	-11	2	2	-1	6
CCCNS(=O)(=O)c1ccc(CCC(=O)N2CCCC2)cc1	-1.3	2	7	2	-2	8	8	-2	30
Cc1cc2ccccc2n2c(SCC(=O)NCc3cccs3)nnc12	-1.3	-1	10	4	-3	7	16	-1	-20
O=[N+]([O-])c1cccc(/C=C/c2ccccn2)c1	6.6	9	13	0	-1	14	-3	-3	3
O=C(Cc1cn2ccsc2n1)Nc1ccccn1	3.3	-1	-3	-1	-7	-12	25	-1	8
O=C(NC1CCCCC1)C(c1cccnc1)N(C(=O)c1csnn1)c1ccc(F)cc1 (stereo unspecified)	-0.1	-1	5	4	6	-7	-23	1	-3
O=C(Nc1ccc2c(c1)OCCO2)c1ccc(Cl)c(S(=O)(=O)N2CCCCC2)c1	-1.4	1	5	2	14	33	-5	9	34
Cc1ccc2cc3cc(C(=O)NC4CCCCC4)oc3nc2c1	7.3	1	45	-6	4	-1	-25	3	-17
CC(C)C(NC(=O)c1c(F)cccc1F)C(=O)N1CCN(S(=O)(=O)c2ccc(F)cc2)CC1 (stereo unspecified)	-0.5	0	-6	7	-13	0	10	-5	-11
CCCCn1c(CNC(=O)C23CC4CC(CC(C4)C2)C3)nnc1SCC(=O)Nc1nnc(C)s1	-0.1	-4	7	-5	-8	-12	-13	5	12
Cc1ccccc1NC(=O)COC(=O)c1ccc2nc(C)c(C)nc2c1	-1.3	0	7	-3	1	1	3	4	17
Cc1nn(-c2cccc(Cl)c2)c2nc(C(F)(F)F)[nH]c(=O)c12	-0.8	2	30	-8	-11	-6	5	5	8
Nc1nc(-c2ccccc2)nc2sc3c(c12)CCCC3	9.9	4	19	-9	14	-7	7	2	-297
CCOC(=O)c1c(COc2ccccc2)oc2ccc(O)cc12	1.5	-1	-19	·	·	30	-5	-1	24
O=C(NCCNc1ccccc1[N+](=O)[O-])c1ccccc1F	4.6	2	12	1	2	12	-13	2	-69
Cc1cccc(N(Cc2cc3cc(C)ccc3[nH]c2=O)C(=O)c2cccs2)c1	0.7	-3	3	11	3	20	-3	-4	-2
CSc1ccc(-c2nc3cnccn3c2Nc2ccc3c(c2)OCO3)cc1	1.7	0	34	16	32	16	-9	-3	55*
Cc1ccc(N(C(=O)CCCC(=O)Nc2ccccn2)C(C(=O)NC2CCCC2)c2ccc(O)cc2)cc1C (stereo unspecified)	1.5	-3	8	2	28	15	20	4	-10
Cn1c(-c2ccc(F)cc2)cnc1SCC(=O)NNC(=O)Cc1ccccc1	-1.9	-3	4	-2	-1	3	3	-1	-34
Cc1cc2c(NC(=O)Nc3ccc(C(C)(C)C)cc3)cccc2nn1	1.1	3	15	-9	12	9	-11	6	34
CCCCC(CC)C(=O)Nc1ccc(Nc2ccccc2)cc1 (stereo unspecified)	-1.5	-1	26	13	24	21	-20	-4	10
Cc1cc(C)n(-c2nc3ccccc3c(=O)n2OCC(C)C)n1	0.9	0	21	12	-11	14	7	-3	22
CC(=O)Nc1cccc(C(=O)N/N=C/c2ccccc2F)c1	-2.3	-3	1	-2	-22	10	-12	-1	-2
CSc1ccc(/C=C/c2cc(=O)c3ccccc3[nH]2)cc1	3.0	0	27	-8	2	-23	-15	6	-9
C(=N\N(c1ccccc1)c1ccccc1)/c1ccc(N2CCOCC2)s1	0.1	-1	2	4	56*	14	1	-6	9
COc1ccc(C2CC(c3ccc(C)cc3)Nc3nc(N)nn32)cc1 (stereo unspecified)	1.1	4	11	8	2	9	-6	1	12
CCCc1c(C(=O)N/N=C(\C)CCc2ccc(OC)cc2)nnn1-c1nonc1N	3.4	-2	5	3	4	-6	-14	3	26
Cc1ccc(/C=N/NC(=O)CCSc2ccccc2)cc1	1.7	1	24	-1	18	14	6	-2	-12
Cc1csc(SCC(=O)Nc2oc(C)c3c(C)n[nH]c(=O)c23)n1	4.0	-3	-4	2	-3	-3	-15	-3	0
O=C(Nc1cc(S(=O)(=O)N2CCOCC2)ccc1N1CCCC1)c1cc(=O)[nH]c2ccccc12	-2.3	-2	15	7	1	11	-17	-6	-10
COc1cc(/C=N/N=C(\N)c2nonc2N)cc(OC)c1OC	-0.8	2	-5	8	1	-5	5	0	13
Cc1ccc(NC(=O)CSc2nc3ccccc3c(=O)n2CC2CCCO2)cc1 (stereo unspecified)	-0.8	0	2	5	1	14	7	-2	-33
O=C(CN(CCc1ccccc1)S(=O)(=O)c1ccc(Br)cc1)N/N=C/c1ccc2c(c1)OCO2	3.4	-2	-21	7	-1	-4	7	-1	12
O=c1ccc2c(-c3ccccc3S(=O)(=O)O)c3ccc(O)c(O)c3oc-2c1O	-1.6	-3	56*	48*	5	65*	49*	-7	36
C=CCN(Cc1cccc(OC)c1OC)C(=O)Oc1ccccc1	0.8	0	15	12	2	11	-2	-3	-19

(listing goes on)
SMILES	CHOP UPR activ	XBP1 UPR activ	tim23-1 inh	CXCR6 block	EBI2 block	CCR6 antag	APJ antag	APJ ag	Mdm2-MdmX inh
Cc1nn(-c2ccccc2)c(C)c1C(=O)N1CCN(S(=O)(=O)c2ccccc2)CC1	-1.5	-1	5	-2	-2	12	-15	1	16
Cc1cc(N/N=C/c2cccc([N+](=O)[O-])c2)nc(-n2nc(C)cc2C)n1	-0.1	1	15	12	-10	10	-3	-4	15
Cc1cccn2c(=O)c(C=O)c(Sc3ncccn3)nc12	-1.4	-2	10	-3	-5	4	3	-3	20
CC1=C(C(=O)N2CCOCC2)C(c2c(C)cc(C)cc2C)NC(=S)N1 (stereo unspecified)	-2.8	-1	7	-6	-4	-11	-12	0	2
C=CCNC(=O)C(=O)NCCOc1ccccc1Cl	-1.3	0	-3	-5	-7	3	10	-3	25
COc1ccc(CCSc2nnc(C3CCCCC3)n2N)cc1	0.8	3	11	-3	0	-15	-1	-2	16
C/C(Nc1cccc(F)c1)=C(/C#N)C(N)=O	0.3	-3	18	-2	-10	-14	17	-3	-6
COc1cccc(C=Nc2ccc(N3CCOCC3)cc2)c1O	0.6	-6	14	4	-9	-10	12	-1	25
CCOC(=O)C1(C(F)(F)F)N=C(c2cccnc2)OC(N2CCCCC2)=N1 (stereo unspecified)	2.5	-3	31	8	-6	1	-1	-3	-17
CN(C)c1ccc(P(=O)(OC2CCCCC2)C(O)c2ccccn2)cc1 (stereo unspecified)	1.2	-5	3	-3	-9	-8	8	-6	23

Ordered by molar mass (falling): part of the list above.
SMILES	CHOP UPR activ	XBP1 UPR activ	tim23-1 inh	CXCR6 block	EBI2 block	CCR6 antag	APJ antag	APJ ag	Mdm2-MdmX inh
O=c1ccc2c(-c3ccccc3S(=O)(=O)O)c3ccc(O)c(O)c3oc-2c1O	-1.6	-3	56*	48*	5	65*	49*	-7	36
O=C(NCc1nc2ccccc2[nH]1)c1c(F)c(F)c(F)c(F)c1F	1.8	1	3	3	-3	4	13	0	4
Cc1ccc2cc3cc(C(=O)NC4CCCCC4)oc3nc2c1	7.3	1	45	-6	4	-1	-25	3	-17

The list is partial, so the mix of outcomes need not match the whole.
